Screening results as filed in PubChem.
Pyk2 oligo antag: blocks oligomerization of human Pyk2 in cells; Q293 cells, Pyk2 FERM NanoBiT luminescence; hits give low values; AID 1347419; 99,000 tested, 0.83% active; z-score (the deposit names both 25 µM and 10 µM); Q14289;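 active means Z-score of -3 or lower, scaled per plate to the spread of control and sample wells; inactive means z-score above -3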;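 further: negative z-score means lost luminescence so less FERM oligomerization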
The depositor's hits bear a star. The list is partial; rates above refer to the full screens.

Cc1nc2cc(C(F)(F)F)ccc2n1C1CCN(Cc2nnnn2Cc2cccs2)CC1
  Pyk2 oligo antag: -1.6
O=C(COc1ccccc1)N1CCN(Cc2c[nH]c3ccccc23)CC1
  Pyk2 oligo antag: 0.46
O=C1NC(=O)C(C/C=C/c2ccccc2)C(=O)N1
  Pyk2 oligo antag: -0.06
N#Cc1ccccc1Cn1cc(C(=O)c2ccccc2F)c2ccccc21
  Pyk2 oligo antag: -2.1
COP(=O)(OC)C(Nc1ccccn1)c1ccccc1 (stereo not given)
  Pyk2 oligo antag: 0.34
COC(=O)CC1=C(C(=O)OC)C2(C(=O)N(C)c3ccccc32)C(C#N)=C(N)O1 (stereo not given)
  Pyk2 oligo antag: 0.4
Cc1ccc(O)c(C(=O)c2cc(C(=O)NCc3ccccc3)c(=O)n(Cc3ccccc3)c2)c1
  Pyk2 oligo antag: -0.95
COc1cccc(OCC(=O)N2CCN(C)CC2)c1
  Pyk2 oligo antag: -0.12
O=C(Cn1ncc2c3ccccc3n(Cc3ccccc3F)c2c1=O)N1CCC2(CC1)OCCO2
  Pyk2 oligo antag: -0.78
N=c1c2c(n(Cc3ccc(Cl)cc3Cl)c3c1CCC3)CCCC2
  Pyk2 oligo antag: 0.07
Cc1ccc(Cn2c(C)c3cnn(CC(=O)N4CCC5(CC4)OCCO5)c(=O)c3c2C)cc1
  Pyk2 oligo antag: 1.5
Cc1ccc2c(c1)C1CN(C)CCC1N2C(=O)Cc1cccs1 (stereo not given)
  Pyk2 oligo antag: 1
COc1ccc(CNCC(=O)N2CCC3(CC2)OCCO3)cc1
  Pyk2 oligo antag: 1.7
O=c1[nH]c(=S)n(C2CC2)c(O)c1/C=N/Nc1cccc2ccccc12
  Pyk2 oligo antag: -1.4
O=c1cccc2n1CC1CC2CN(c2ncnc3c2cnn3-c2ccccc2)C1 (stereo not given)
  Pyk2 oligo antag: -0.06

The list goes on, overlapping the part above by 3 compounds.
COc1ccc(CNCC(=O)N2CCC3(CC2)OCCO3)cc1
  Pyk2 oligo antag: 1.7
O=c1[nH]c(=S)n(C2CC2)c(O)c1/C=N/Nc1cccc2ccccc12
  Pyk2 oligo antag: -1.4
O=c1cccc2n1CC1CC2CN(c2ncnc3c2cnn3-c2ccccc2)C1 (stereo not given)
  Pyk2 oligo antag: -0.06
CCOc1ccccc1N=C1SCCCN1C
  Pyk2 oligo antag: 0.16
CCN(c1ccc(C(O)(C(=O)OC)C(F)(F)F)cc1)S(=O)(=O)c1ccccc1 (stereo not given)
  Pyk2 oligo antag: -1.5
Cc1cccc(CS(=O)(=O)Cc2ccc(C(=O)N3CCC4(CC3)OCCO4)o2)c1
  Pyk2 oligo antag: 0.41
CN1CCN(C(=S)SCC(=O)Nc2ccc(Cl)cc2C(=O)c2ccccc2)CC1
  Pyk2 oligo antag: -1.6
Cc1ccc(-n2nc(C)c3c2NC(=O)CSC3c2ccc3c(c2)OCO3)cc1 (stereo not given)
  Pyk2 oligo antag: -0.51
COc1cc(OC)cc(-n2nc(C(=O)N3CCC4(CC3)OCCO4)c3ccccc3c2=O)c1
  Pyk2 oligo antag: -0.04
CCC(C)N1C(=O)NC(=O)C2(Cc3cc(C)ccc3N(C)C2)C1=O (stereo not given)
  Pyk2 oligo antag: -0.44
O=C(CN1CCCCC1)c1ccccc1Cl
  Pyk2 oligo antag: 0.75
Cc1ccc(-n2c(C)cc(/C=C3/C(=O)NC(=O)N(Cc4ccco4)C3=O)c2C)cc1
  Pyk2 oligo antag: -0.1
O=c1[nH]c(=O)n(C2CCCCC2)c(O)c1C1NCCc2ccccc21 (stereo not given)
  Pyk2 oligo antag: 0.44
CN(C)CC1CSCCC1(O)c1ccc(C(F)(F)F)cc1 (stereo not given)
  Pyk2 oligo antag: -0.39
O=C(CCS(=O)(=O)c1ccc(Br)cc1)N1CCC2(CC1)OCCO2
  Pyk2 oligo antag: 0.49
Fc1ccc(C(OCCN2CCCC2)c2ccc(Br)cc2)cc1 (stereo not given)
  Pyk2 oligo antag: 0.27
COc1cccc(/C=C2\N=C(c3cncc(Br)c3)OC2=O)c1
  Pyk2 oligo antag: 1
c1ccc2sc(NC3=NCCN3)nc2c1
  Pyk2 oligo antag: -0.23

Continued.
| mol | Pyk2 oligo antag |
| --- | --- |
| Cc1sc2ncn(CC(=O)N3CCC4(CC3)OCCO4)c(=O)c2c1C | -0.14 |
| CCOC(=O)C(NC(=O)CCl)(Nc1ccc(C(O)(C(=O)OCC)C(F)(F)F)cc1)C(F)(F)F (stereo not given) | 0.42 |
| Cn1c(O)c(C=Nc2ccc3c(c2)CCC3)c(=O)n(C)c1=O | 0.66 |
| Cc1c(C(=O)N2CCC3(CC2)OCCO3)oc2ccc(S(=O)(=O)N3CCCCC3)cc12 | -0.37 |
| FC(F)(F)C1=NC(C(F)(F)F)=NP(N2CCOCC2)(N2CCOCC2)=N1 | 0.96 |

Filtered by structure: the compounds so far with sulfur (13)
| mol | Pyk2 oligo antag |
| --- | --- |
| Cc1nc2cc(C(F)(F)F)ccc2n1C1CCN(Cc2nnnn2Cc2cccs2)CC1 | -1.6 |
| Cc1ccc2c(c1)C1CN(C)CCC1N2C(=O)Cc1cccs1 (stereo not given) | 1 |
| O=c1[nH]c(=S)n(C2CC2)c(O)c1/C=N/Nc1cccc2ccccc12 | -1.4 |
| CCOc1ccccc1N=C1SCCCN1C | 0.16 |
| CCN(c1ccc(C(O)(C(=O)OC)C(F)(F)F)cc1)S(=O)(=O)c1ccccc1 (stereo not given) | -1.5 |
| Cc1cccc(CS(=O)(=O)Cc2ccc(C(=O)N3CCC4(CC3)OCCO4)o2)c1 | 0.41 |
| CN1CCN(C(=S)SCC(=O)Nc2ccc(Cl)cc2C(=O)c2ccccc2)CC1 | -1.6 |
| Cc1ccc(-n2nc(C)c3c2NC(=O)CSC3c2ccc3c(c2)OCO3)cc1 (stereo not given) | -0.51 |
| CN(C)CC1CSCCC1(O)c1ccc(C(F)(F)F)cc1 (stereo not given) | -0.39 |
| O=C(CCS(=O)(=O)c1ccc(Br)cc1)N1CCC2(CC1)OCCO2 | 0.49 |
| c1ccc2sc(NC3=NCCN3)nc2c1 | -0.23 |
| Cc1sc2ncn(CC(=O)N3CCC4(CC3)OCCO4)c(=O)c2c1C | -0.14 |
| Cc1c(C(=O)N2CCC3(CC2)OCCO3)oc2ccc(S(=O)(=O)N3CCCCC3)cc12 | -0.37 |
